# TDP1 inh – inhibitors of human tyrosyl-DNA phosphodiesterase TDP1; Q9NUW8; recombinant TDP1, AlphaScreen DNA substrate cleavage; Potency, µM (top dose mostly 130 µM), inactives show top-dose activity change, negative = inhibition, actives largely listed as inhibitors; 350,000 tested, 0.28% active; note: nearly all actives have a fitted effect of over 40% in size
# Target sequence (Q9NUW8 whole entry, looked up): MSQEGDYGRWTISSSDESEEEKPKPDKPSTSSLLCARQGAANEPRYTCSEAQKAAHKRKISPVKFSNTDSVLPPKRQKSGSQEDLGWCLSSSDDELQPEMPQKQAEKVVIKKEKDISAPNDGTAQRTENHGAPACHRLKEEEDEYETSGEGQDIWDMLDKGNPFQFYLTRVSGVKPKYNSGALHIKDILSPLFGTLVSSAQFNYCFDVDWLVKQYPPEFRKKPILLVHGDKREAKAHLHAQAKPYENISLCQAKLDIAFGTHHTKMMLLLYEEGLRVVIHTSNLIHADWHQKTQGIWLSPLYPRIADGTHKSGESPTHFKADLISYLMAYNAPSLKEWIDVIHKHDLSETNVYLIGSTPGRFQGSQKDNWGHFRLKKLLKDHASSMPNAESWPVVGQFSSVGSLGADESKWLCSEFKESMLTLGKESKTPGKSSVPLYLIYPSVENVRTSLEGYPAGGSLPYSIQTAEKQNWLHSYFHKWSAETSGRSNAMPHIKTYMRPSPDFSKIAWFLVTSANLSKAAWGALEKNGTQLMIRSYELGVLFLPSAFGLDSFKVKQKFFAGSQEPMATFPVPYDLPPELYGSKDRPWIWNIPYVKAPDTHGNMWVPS
#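 Recombinant E. coli-expressed Tdp1 (1 nM) preincubated with compound 15 min at RT, then 5'-biotin/3'-phosphotyrosine-FITC DNA substrate (15 nM) added for 5 min. AlphaScreen beads (10 ug/ml) added, 10 min RT; tyrosine-FITC cleavage read as signal loss.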
# FEN1 inh – blocks human flap endonuclease 1. P39748. Recombinant FEN1 flap cleavage, fluorescence, 15 min. Potency, µM (series often up to 114 µM), inactives show top-dose activity change, negative = inhibition, usual class: inhibitors. 390,000 tested, 0.35% active; note: nearly all actives have a fitted effect of over 65% in size
# Target sequence (P39748 whole entry, looked up): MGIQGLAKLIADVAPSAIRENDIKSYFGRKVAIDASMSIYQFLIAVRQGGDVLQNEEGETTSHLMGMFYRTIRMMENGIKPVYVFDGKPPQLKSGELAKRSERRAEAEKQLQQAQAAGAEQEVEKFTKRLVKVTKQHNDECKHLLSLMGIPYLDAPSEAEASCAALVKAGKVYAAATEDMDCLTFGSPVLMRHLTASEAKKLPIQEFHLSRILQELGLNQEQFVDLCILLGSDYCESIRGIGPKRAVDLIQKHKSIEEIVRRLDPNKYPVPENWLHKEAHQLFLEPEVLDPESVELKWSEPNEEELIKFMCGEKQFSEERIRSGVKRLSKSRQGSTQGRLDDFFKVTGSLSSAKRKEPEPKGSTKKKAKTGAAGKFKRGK
#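 Steps: FEN1 (10 nM) dispensed; compound added by pin tool; 15 min at room temperature; substrate added to 50 nM final; reads at 0 min and 15 min; data normalized and fitted (four-parameter Hill).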
# N370S GC mod – inhibits or activates N370S mutant glucocerebrosidase; P04062; N370S GC spleen homogenate, 4MU-glucoside fluorescence; Potency, µM (top dose mostly 59.4 µM), inactives show at the top dose activity change, negative = inhibition, usual class: inhibitors; 330,000 tested, 0.092% active; AID 2101;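 note: 0% = full enzyme activity and -100% = no enzyme basal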
# The depositor's hits bear a star; ? = inconclusive; . = no result given; & = joins results of further samples; [ ] = another dose, or the depositor's remark. Calls come from the whole dose curve; as a rule, active = well fitted curve in the direction sought with a large enough effect; inconclusive = small, poorly fitted or top-dose-only effect, or another doubt; inactive = no such curve, though single readings can be large; an effect the other way counts as inactive or inconclusive. Unless noted, % is set by controls: 0 for no effect and ±100 for the full control effect; potency is the fitted concentration of half-maximal effect. Compounds as they come. About 0.57% of those tested had a hit in this group.
# Results follow in this order: TDP1 inh, N370S GC mod, FEN1 inh
> Cc1ccc(NC(=S)N2CCSC2c2cccs2)cc1 (stereo not drawn)
    8%, 9%, -11%
> O=C(NCc1ccco1)Nc1ccc(Br)cc1Cl
    6%, 6%, 6%
> C=CC[C@H](CC(=O)NCCO)C(=O)N[C@@H](COC(=O)[C@@H](CC=C)Cc1ccc(F)cc1)Cc1c[nH]c2ccccc12
    3%, ., -1%
> CCc1ccc(S(=O)(=O)NCCc2cn3cccc(C)c3n2)s1
    5%, -12%, -10%
> Cc1ccc(-c2nc3ccccn3c2NCc2ccc3c(c2)OCO3)cc1
    10%, -16%[12.8 µM], ?
> CCC(C)[C@H](NC(=O)N1CC(=O)Nc2ccccc21)C(=O)Nc1ccccc1C (stereo partly drawn)
    2%, -3%, 1%
> COc1cccc(C2=CC(c3ccc(N(C)C)cc3)n3nnnc3N2)c1 (stereo not drawn)
    6%, -16%, 5%
> CCOc1ccc(-c2cc3c(=O)n(CC(=O)NCc4ccc(OC)cc4)ccn3n2)cc1
    -6%, ., 0%
> CCn1c(SC(C)C(=O)NCC2CCCO2)nc2ccccc21 (stereo not drawn)
    1%, ., -4%
> COc1ccc(C(=O)n2ccc(C)n2)cc1Br
    1%, 5%, .
> Cc1ccc(C(=O)n2c3ccccc3c3ccccc32)cc1
    2%, 13%, 4%
> Cc1c(OCC(=O)NC2CC(C)(C)NC(C)(C)C2)ccc2c1oc(=O)c1ccccc12
    0%, -12%, ?
> COc1cccc(C(c2nnnn2Cc2ccco2)N2CCN(c3cccc(C)c3C)CC2)c1OC (stereo not drawn)
    4%, 5%, -6%
> CCN1CCN(C(=O)c2ccc3c(c2)N(Cc2ccc(Cl)cc2)C(=O)c2ccccc2S3(=O)=O)CC1
    5%, ., 11%
> Brc1ccc(-c2csc(N3CCc4ccccc4C3)n2)cc1
    -3%, 9%, -2%
> O=C(CN(C(=O)CCC(=O)Nc1nccs1)c1cccc(C(F)(F)F)c1)NCC1CCCO1 (stereo not drawn)
    -9%, -5%, -3%
> O=C(c1cc2cc(Cl)ccc2o1)N1CCCCCC1
    10%, -4%, 1%
> Cc1ccc(OCC(=O)Nc2ccc(Cl)c(-c3nc4ccccc4[nH]3)c2)cc1C
    3%, ., 8%
> Cn1c(-n2cccc2)c(-c2c(-c3ccccc3)[nH]c3c2c(=O)n(C)c(=O)n3C)c(=O)n(C)c1=O
    -7%, ., 17%
> O=C(N/N=C/c1ccccc1F)NC12CC3CC(CC(C3)C1)C2
    ., ?, 2%
> Cc1nc(-c2coc3cc(C)c(N=O)c(O)c3/c2=N\N)cs1
    0%, -4%, -2%
> O=C(Nc1nnc(C2CC2)s1)c1ccc(Cl)c(S(=O)(=O)N2CCc3ccccc3C2)c1
    5%, -1%, 5%
> Brc1ccc(/C=N/Nc2nncc(-c3ccccc3)n2)o1
    1%, -1%, .
> COc1ccc(CC(C)N2CCN(c3cccc(C(F)(F)F)c3)CC2)cc1OC (stereo not drawn)
    2%, -7%, -20%
> COc1ccc(S(=O)(=O)N2CCCCC2)cc1NC(=O)c1cnc(C)cn1
    1%, ., -2%
> CCCn1nc(C(=O)OCC(=O)Nc2ccc(C)cc2)c2ccccc2c1=O
    0%, ., 9%
> CCc1ccc(C2CC(=O)Nc3c2c(=O)nc2c(C)cccn32)cc1 (stereo not drawn)
    -9%&7%, -18%, 6%&-9%
> CCN(C(=O)COC(=O)Cc1cccc2ccccc12)C1CCS(=O)(=O)C1 (stereo not drawn)
    0%, ., -12%
> Nc1cc(S(=O)(=O)O)cc([N+](=O)[O-])c1O
    0%, -10%, ?
> Cc1ccc(-n2c(=O)c3ccc(C(=O)NCc4ccccc4Cl)cc3n(Cc3ccccc3F)c2=O)cc1
    0%, ., -2%
> CC(C)OC(=O)CSc1nc2c(cc1C#N)CCCCC2
    -3%, 2%, 17%
> Cc1cc(C(=O)NCCC(C)C)c2ccccc2n1
    -3%, -1%, 2%
> O=C(N/N=C/c1c[nH]c2ccccc12)c1ccn(Cc2ccc(Cl)cc2Cl)n1
    7%, -5%, -21%
> COc1ccc2c(c1OC)C(=O)OC2CC(=O)O (stereo not drawn)
    4%, -5%, 2%
> Cc1csc(SCC(=O)Nc2ccc3[nH]c(=O)[nH]c3c2)n1
    1%, ., 8%
> O=C(/C=C/c1ccc(Cl)cc1Cl)N1CCN(c2ccccc2[N+](=O)[O-])CC1
    -1%, 16%, -15%
> CCN(CC)C(=O)[C@H]1C[C@H](CC(=O)NCCN2CCOCC2)C(=O)N2CCc3c([nH]c4cc(-c5ccco5)ccc34)[C@]12C
    2%[56.1 µM], ., -19%
> Cc1ccc(/C=N/NC(=O)c2nnn(-c3nonc3N)c2CN(C)c2ccccc2)s1
    3%, 8%, -25%
> COc1ccc(CNC(=S)NCc2ccc(F)cc2)cc1
    2%, -5%, -3%
> CC(C)CNC(=O)NC1(C(F)(F)F)Oc2ccccc2O1
    ., -11%, 5%
> CC(C)CC(NC(N)=O)C(=O)NCc1ccc(Cl)cc1 (stereo not drawn)
    0%, 0%, 1%
> CCOC(=O)Cc1[nH]nc2c1C(c1ccoc1)C(C#N)=C(N)O2 (stereo not drawn)
    4%, -10%, 4%
> Cc1ccc(CN2CCC(n3nccc3NC(=O)c3ccc4c(c3)OCO4)CC2)o1
    3%[56.1 µM], -5%, 6%
> CN(C)c1ccc(/C=N\S(=O)(=O)c2ccccc2)cc1
    -5%, 4%, 7%
> CN1CCCN(C(=O)CC(c2ccccc2)c2ccccc2)CC1
    2%, -1%, -16%
> Nc1c(S(=O)(=O)O)cc(Nc2cccc3ccccc23)c2c1C(=O)c1ccccc1C2=O
    27%, -1%, .
> COc1ccc(CCC(=O)Nc2ccc(C(=O)c3ccncc3)cc2)cc1
    5%, -1%, -6%
> Cc1ccc(Cl)cc1N(CC(=O)NC1CCCCC1)S(C)(=O)=O
    8%, -15%, 4%
> Cc1ccc(NC(=O)CCC(=O)NNC(=O)COc2ccc([N+](=O)[O-])cc2)cc1C
    3%, 0%, -10%
> CCOC(=O)c1sc(=NC(=O)c2cccc(C)c2)n(C)c1C
    -8%, -5%, -6%
> CN1/C(=C\C(=O)c2cncc(Br)c2)C(C)(C)c2ccccc21
    -8%, 6%, ?
> CCOc1ccc2ccccc2c1CNc1nnnn1CC
    ., 4%, -7%
> CC(C)(C)n1nnnc1C(c1ccncc1)N1CCN(c2ccc(O)cc2)CC1 (stereo not drawn)
    6%, -12%, -2%
> CCN(CC(=O)Nc1cc(Cl)ccc1C)C(=O)CCOc1ccccc1C
    -4%, -3%, -9%
> CCOC(=O)c1nn(-c2ccccc2)c(=O)c2c(N)scc12
    4%, -22%, -20%
> COc1ccc2sc(N(CCN(C)C)C(=O)c3ccc4ccccc4c3)nc2c1
    9%, -5%, 15%
> CN(CC(=O)Nc1ccccc1C(F)(F)F)C(=O)COc1ccccc1Cc1ccccc1
    0%, 0%, -1%
> COc1ccccc1CCNC(=O)CCc1c(C)c2cc3c(C)coc3cc2oc1=O
    7%, ., 11%
> C=CCOc1cccc(C2C(C(=O)c3cc4ccccc4o3)=C(O)C(=O)N2c2cc(C)on2)c1 (stereo not drawn)
    5%, 2%, 11%
> COc1ccc(N(CC(=O)N/N=C(\C)CCc2ccccc2)S(=O)(=O)c2ccc(C)cc2)cc1
    ., 2%, -16%

# Continued:
# Results follow in this order: TDP1 inh, N370S GC mod, FEN1 inh
> Cc1cc(N2CCOCC2)ccc1/C=C1\NC(=O)N(Cc2ccccc2)C1=O
    2%, -8%, 19%
> CS(=O)(=O)NCCCNc1ccc(Cl)cc1[N+](=O)[O-]
    3%, -6%, -14%
> Cc1ccc(NC(=O)CCCNC(=O)c2ccc(Cl)cc2)c(O)c1
    5%, 3%, 9%
> Cc1ccc(C(=O)NC2CC3CCC(C2)N3Cc2ccco2)cc1 (stereo not drawn)
    -3%, 2%, -1%
> CCOC(=O)C1CCN(C(=O)c2c(C)nn(-c3ccc(F)cc3)c2-n2cccc2)CC1
    3%, ., -1%
> COc1ccc(Br)cc1CNC(=O)C1CCN(S(=O)(=O)N2CCCC2)CC1
    -6%, -8%, -3%
> Cc1ncc(CN2CCCC(C(=O)Nc3ccc(-c4cscn4)cc3)C2)cn1 (stereo not drawn)
    5%, -6%, 2%
> NC(=O)c1ccc(C23CC4CC(CC(C4)C2)C3)o1
    8%, -6%, -1%
> CCN(CC)S(=O)(=O)c1ccc2c(c1)c(C(=O)O)cn2C
    2%, 2%, -4%
> Cc1cc(Cl)ccc1NC(=O)C1COc2ccccc2O1 (stereo not drawn)
    ., 19%, -6%
> CC(C)N(Cc1nc2ccccc2[nH]1)C(C)C
    3%, -8%, -19%
> Cc1cc(C)c(N2C(=O)CCCC2=O)c(Cl)c1
    3%, -12%, 2%
> COc1ccc2[nH]c(=O)c(CN(CCO)C(=O)c3cccs3)cc2c1
    4%, -6%, -2%
> COc1c(CC=C(C)C)cc(C2CC(=O)c3c(O)cc(O)cc3O2)cc1CC=C(C)C (stereo not drawn)
    ., -7%, ?
> COC(=O)c1cccc(N(C(=O)CNC(=O)c2ccco2)C(C(=O)NC2CCCC2)c2ccco2)c1 (stereo not drawn)
    3%, 3%[2.35 µM], 1%
> Cc1c(Cl)c(C(=O)NNC(=S)Nc2ccc(F)cc2)nn1C
    5%, -7%, 6%
> CCOC(=O)C1(C)C(C(=O)OC)=C(c2ccc(OC)cc2)c2ccccc2N1C(=O)OC (stereo not drawn)
    1%[56.1 µM], 1%, -25%
> CC(C)N1C(=O)CCC1C(=O)NC1CCCC1 (stereo not drawn)
    0%, -25%, -11%
> CS(=O)(=O)N(CC(=O)N1CCN(c2ccc(F)cc2)CC1)C1CCCCC1
    4%, -3%, 3%
> O=C1CCC(=O)N1OCCOc1ccc2c(c1)CCC2
    7%, 4%, 1%
> O=C(O)COCC(=O)Nc1ccc(OCCc2ccccc2)cc1
    4%, 4%, 2%
> CC(=O)Cn1c(C(F)(F)F)nc2ccccc21
    6%, -11%, -11%
> COc1cccc(C(C(=O)NC2CCCCC2)N(C(=O)c2ccco2)c2ccccc2OC)c1 (stereo not drawn)
    ., -9%, 10%
> CCOC(=O)C1=C(COC(=O)COc2ccccc2C=O)NC(=O)NC1C (stereo not drawn)
    -4%, ., -9%
> CCSc1nnc(NC(=O)CCCOc2ccc(C)cc2)s1
    6%, 4%, 19%
> Cc1cc(C)c(S(N)(=O)=O)c(C)c1-n1cnnn1
    -2%, 17%, 1%
> CCOc1ccc(NS(=O)(=O)c2ccc(NC(=O)N3CCCC3)cc2)cc1
    0%, ., -1%
> O=C(CCCN1C(=O)/C(=C/c2ccccc2Cl)SC1=S)NNC(=O)c1ccc(Cl)cc1Cl
    ., -7%, 56%
> O=P(CCCO)(Cc1ccccc1)Cc1ccccc1
    0%, -1%, 1%
> C=CCc1cccc(/C=N/NC(=O)CCC(=O)Nc2ccc(F)cc2)c1O
    -2%, 6%, 7%

# Rewritten as tab-separated lines: entries from further up
compound	TDP1 inh	N370S GC mod	FEN1 inh
CN(CC(=O)Nc1ccccc1C(F)(F)F)C(=O)COc1ccccc1Cc1ccccc1	0%	0%	-1%
COc1ccccc1CCNC(=O)CCc1c(C)c2cc3c(C)coc3cc2oc1=O	7%	.	11%
C=CCOc1cccc(C2C(C(=O)c3cc4ccccc4o3)=C(O)C(=O)N2c2cc(C)on2)c1 (stereo not drawn)	5%	2%	11%
COc1ccc(N(CC(=O)N/N=C(\C)CCc2ccccc2)S(=O)(=O)c2ccc(C)cc2)cc1	.	2%	-16%
Cc1cc(N2CCOCC2)ccc1/C=C1\NC(=O)N(Cc2ccccc2)C1=O	2%	-8%	19%
CS(=O)(=O)NCCCNc1ccc(Cl)cc1[N+](=O)[O-]	3%	-6%	-14%
Cc1ccc(NC(=O)CCCNC(=O)c2ccc(Cl)cc2)c(O)c1	5%	3%	9%
Cc1ccc(C(=O)NC2CC3CCC(C2)N3Cc2ccco2)cc1 (stereo not drawn)	-3%	2%	-1%
CCOC(=O)C1CCN(C(=O)c2c(C)nn(-c3ccc(F)cc3)c2-n2cccc2)CC1	3%	.	-1%
COc1ccc(Br)cc1CNC(=O)C1CCN(S(=O)(=O)N2CCCC2)CC1	-6%	-8%	-3%
Cc1ncc(CN2CCCC(C(=O)Nc3ccc(-c4cscn4)cc3)C2)cn1 (stereo not drawn)	5%	-6%	2%
NC(=O)c1ccc(C23CC4CC(CC(C4)C2)C3)o1	8%	-6%	-1%
CCN(CC)S(=O)(=O)c1ccc2c(c1)c(C(=O)O)cn2C	2%	2%	-4%
Cc1cc(Cl)ccc1NC(=O)C1COc2ccccc2O1 (stereo not drawn)	.	19%	-6%

# Assay outcomes (PubChem)
